LANA DNA inh – KSHV C-LANA DNA binding inhibition. MBP-C-LANA/FAM-LBS DNA binding, fluorescence polarization. inhibition, % at 9 µM. 340,000 compounds, 0.078% hits. AID 504423;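 active = highest replicate inhibition at or above 60% at 9 µM, even if other replicates fall short; inactive = all replicates below 60% inhibition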;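 note: 0% = neutral control wells and 100% = 4 µM acridine orange control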
RTF Ca sens act – increases calcium sensitivity of human cardiac regulated thin filaments; activation, % at 7.2 µM; 340,000 compounds, 0.24% hits; AID 493008; IANBD-labeled TnC RTF fluorescence at EC20 calcium; 0% EC20 calcium, 100% full calcium; P19429+P45379;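 active = activation above the mean over all tested compounds plus 3 SD, cut at about 30% in these data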;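 note: rise in fluorescence read as greater calcium sensitivity of cardiac thin filaments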
MOR-DOR inv ag – mu-delta opioid heterodimer inverse agonism | cell-based MOR-DOR heterodimer luminescence | inhibition, % at 9.3 µM | 340,000 compounds, 0.21% hits | AID 504357; in the data active = inhibition above about 22%, passing the limit was not always enough;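 note: 0% = cells with DMSO and 100% = wells without cells with DMSO; values of inactives mirror those of a sister screen read the other way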
OPRM1-OPRD1 ag – OPRM1-OPRD1 heterodimerization agonism; cells, luminescence; activation, % at 9.3 µM; 340,000 compounds, 0.3% hits; in the data active = activation above about 18%;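 note: 0% = vehicle-treated cells and 100% = reference agonist; values of inactives mirror those of a sister screen read the other way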
Keap1-Nrf2 PPI – inhibitors of human Keap1-Nrf2 protein-protein interaction | Q14145 | Keap1 Kelch-Nrf2 peptide fluorescence polarization, 1536-well | inhibition, % at 9.4 µM | 340,000 compounds, 0.15% hits; in the data active = inhibition above about 12%;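 note: human Keap1 Kelch domain with fluorescein labeled Nrf2 9mer peptide probe; 0% = neutral control wells and 100% = peptide positive control; higher means more block of Keap1 binding to Nrf2 peptide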
Target sequence (Q14145 whole entry, looked up, the tested form may be a part): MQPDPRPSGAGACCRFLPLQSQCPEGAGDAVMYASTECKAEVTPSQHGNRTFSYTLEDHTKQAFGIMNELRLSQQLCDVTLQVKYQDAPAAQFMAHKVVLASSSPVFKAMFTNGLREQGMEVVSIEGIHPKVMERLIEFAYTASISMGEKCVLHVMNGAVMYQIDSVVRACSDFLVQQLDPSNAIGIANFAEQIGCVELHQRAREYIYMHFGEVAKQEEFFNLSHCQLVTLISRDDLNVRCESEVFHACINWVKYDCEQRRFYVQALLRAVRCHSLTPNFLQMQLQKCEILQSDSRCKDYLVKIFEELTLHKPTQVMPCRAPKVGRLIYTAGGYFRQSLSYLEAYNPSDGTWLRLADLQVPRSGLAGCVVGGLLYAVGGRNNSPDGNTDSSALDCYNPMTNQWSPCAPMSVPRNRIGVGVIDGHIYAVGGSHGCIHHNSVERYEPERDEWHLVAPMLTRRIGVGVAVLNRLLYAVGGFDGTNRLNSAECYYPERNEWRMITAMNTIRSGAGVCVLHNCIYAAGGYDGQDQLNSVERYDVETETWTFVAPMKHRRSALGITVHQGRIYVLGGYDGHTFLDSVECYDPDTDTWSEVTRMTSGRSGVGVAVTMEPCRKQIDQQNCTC
HTR5A inv ctr – counter-screen for OPRM1-OPRD1 inverse agonists: human HTR5A inverse agonism; P47898; HTR5A cell line, luminescence; inhibition, % at 9.3 µM; 340,000 compounds, 0.083% hits; AID 504634; in the data active = inhibition mostly above about 23%, no sharp cut-off; inactive = mostly below about 18%;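 note: 0% = cells with DMSO and 100% = no-cell wells with DMSO; some compounds called inactive have numbers as strong as hits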
Target sequence (P47898 whole entry, looked up): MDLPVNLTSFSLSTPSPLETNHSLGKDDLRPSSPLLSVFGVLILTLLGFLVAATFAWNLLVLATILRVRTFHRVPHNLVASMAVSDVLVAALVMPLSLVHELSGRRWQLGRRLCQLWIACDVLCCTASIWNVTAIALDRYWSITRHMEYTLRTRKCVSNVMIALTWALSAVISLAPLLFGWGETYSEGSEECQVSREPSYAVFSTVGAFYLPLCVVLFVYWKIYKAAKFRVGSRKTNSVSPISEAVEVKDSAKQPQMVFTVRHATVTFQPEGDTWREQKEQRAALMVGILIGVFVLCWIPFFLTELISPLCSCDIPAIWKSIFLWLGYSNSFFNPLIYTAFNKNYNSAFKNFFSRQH
RTF Ca sens inh – cardiac RTF calcium desensitization. P19429+P45379. IANBD-labeled cardiac RTF, Ca2+ fluorescence. inhibition, % at 7.15 µM. 340,000 compounds, 0.12% hits. AID 493244;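 active = inhibition above the mean inhibition of all tested compounds plus 3 SD, cut at about 17% in these data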;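 note: assay run at fixed EC70 calcium of 1.6 mM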
HTR5A ag ctr – counter-screen for OPRM1-OPRD1 agonists: human HTR5A agonism | P47898 | activation, % at 9.3 µM | HTR5A agonist assay, luminescence, cell-based | 340,000 compounds, 0.61% hits; in the data active = activation mostly above about 9.5%, no sharp cut-off; inactive = mostly below about 7.6%;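 note: 0% = cells with vehicle only and 100% = reference agonist; strong numbers were not always called active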
CAL-PDZ inh HTS – CAL PDZ (human) peptide binding inhibition; Q9HD26; 300,000 compounds, 0.92% hits; purified CAL PDZ, TMR-peptide fluorescence polarization, 1 h; inhibition, % at 24.9 µM;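 active = mean inhibition of at least 30% with at least half of replicates also reaching 30%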;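 note: 0% = DMSO neutral control and 100% = excess unlabeled competitor peptide PRC23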
V-ATPase pH – alters yeast V-ATPase proton transport. S. cerevisiae, pHLuorin cytosolic pH fluorescence. response, % at 10 µM. 350,000 compounds, 0.37% hits. AID 504577; in the data active = response mostly above about 7.3%, no sharp cut-off; inactive = mostly below about 5.4%; note: actives read high; inactives centre near 0; some compounds called inactive have numbers as strong as hits; reference of the scale not given here
Starred values were filed as active, the others as inactive; / = no result given.

SMILES	LANA DNA inh	RTF Ca sens act	MOR-DOR inv ag	OPRM1-OPRD1 ag	Keap1-Nrf2 PPI	HTR5A inv ctr	RTF Ca sens inh	HTR5A ag ctr	CAL-PDZ inh HTS	V-ATPase pH
O=C(CNC(=O)c1cccc(F)c1)N/N=C/c1cccnc1	-0.5	0	7	-1.4	0	10	2	-7	0	2
O=C(c1ccc2ccccc2c1)C1CCCN(C(=O)CN2C(=O)CSC2=O)C1 (stereo unspecified)	1.3	-1	20	-4.2	-5	7	12	-3	-2	-1
CCc1ccccc1N1C(=O)C2CC=CCC2C1=O (stereo unspecified)	-2.5	5	3	-0.6	5	-8	-1	2	2	-1
Clc1ccc(/C=C/c2nc(Cl)c(-c3ccc(Cl)cc3)c(Cl)n2)cc1	2.6	-7	15	-2.7	0	-2	-2	0	2	4
O=C(Nc1ccc(Cl)cc1Cl)C1CCC(=O)N1Cc1ccccc1Cl (stereo unspecified)	-1.6	-5	11	-2.7	0	6	-4	-3	-6	1
CCOc1ccc(CCNC(=O)Cn2c(=O)oc3ccccc32)cc1OCC	-0.6	-2	3	-0.5	-7	-20	-8	-1	/	1
Cc1cccn2c(=O)c3cc(C#N)c(=NC(=O)c4cccs4)n(CC(C)C)c3nc12	0.6	8	17	-3.4	1	5	-8	-5	-5	-4
Cc1cc(C)c2c(CN3CCN(Cc4ccc5c(c4)OCO5)CC3)cc(=O)oc2c1	-0.5	4	-15	2.7	-9	11	-3	-4	-1	1
COc1ccc(/C=C2\CCCC3C2=NN(C(=O)COC(=O)CNC(=O)c2ccccc2)C3c2ccc(OC)cc2)cc1 (stereo unspecified)	1.2	-1	-1	0.1	3	-11	-1	2	-5	1
CCOc1ccc(CC(=O)N2N=C(C)CC2(O)C(F)(F)F)cc1 (stereo unspecified)	-0.3	-1	6	-1.1	-5	-23	-5	8	-3	1
CCCNC(=O)COc1cccc(C(=O)NCc2ccccc2)c1	1.3	-3	-5	0.6	4	-9	-3	3	1	0
CN(C)S(=O)(=O)c1ccc2c(c1)nc(CCC(=O)NCCc1ccc(Cl)cc1)n2C	2.8	0	5	-1.1	-9	4	4	-1	-2	-1
CCOCCCNC(=O)C(NC(=O)c1ccccc1O)c1ccccc1 (stereo unspecified)	-2.9	5	18	-3.5	-5	1	-3	0	0	2
COc1ccc2oc(C(=O)OCC(=O)NC3CC3)c(C)c2c1	-0.4	2	11	-2.7	4	11	-3	-4	-2	-1
COc1ccc(-c2cn3cccc(C)c3n2)cc1F	-0.8	-3	5	-0.8	-2	-17	-7	2	-2	3
Cc1ccc(C(=O)CC2(O)C(=O)N(CN3CCOCC3)c3ccccc32)cc1 (stereo unspecified)	-0.8	7	-2	0.3	1	-12	-8	4	-1	1
Cc1ccc(NC(=O)CSc2nnc(-c3cnccn3)n2Cc2ccco2)cc1	-0.6	-4	12	-2.6	3	8	1	-3	/	2
CCCCN1C2=NCCCN2c2ccccc21	1.1	-1	10	-1.8	-2	-23	-4	9	-2	3
CC(Sc1nc2nn(-c3ccccc3)c(=O)c-2c2n1CCCCC2)C(N)=O (stereo unspecified)	-2.0	2	17	-3.0	1	0	3	0	-5	0
O=C(NC1CCC(O)CC1)c1cc(Cl)c2c(c1)OCCO2 (stereo unspecified)	0.5	-9	17	-3.2	1	8	0	-2	/	5
Cc1[nH]nc(SCC(=O)N2CCCC2)c1[N+](=O)[O-]	-1.0	-2	16	-3.2	0	16	-13	-2	-8	-1
NC(=O)c1ccccc1NC(=O)c1ccc2c(c1)OCO2	0.3	-2	13	-2.7	-3	12	-5	-3	-3	1
CCOc1ncccc1C(=O)OCC(=O)c1cccs1	-0.1	3	15	-2.8	-3	-2	-4	-3	1	-5
CN(CC(=O)Nc1ccc(F)cc1)CC(=O)NC1CCCCC1	-0.4	-2	3	-0.8	1	-15	-5	6	-2	-4
N#Cc1c(-c2ccco2)cc(C2CC2)nc1N	-0.7	-3	17	-3.1	-6	1	-2	0	/	1
CS(=O)(=O)N1N=C(c2ccc(Cl)cc2)CC1c1cccs1 (stereo unspecified)	1.2	0	10	-2.0	2	12	-4	-5	/	2
CC(C)(C)OC(=O)NCCCC[C@H](NC(=O)c1nc[nH]c1C(=O)NCc1ccc(CNC(=O)OC(C)(C)C)cc1)C(=O)OC(C)(C)C	0.1	1	12	-2.0	0	4	1	4	-4	6
Cc1ccc(Nc2ncc3c(n2)CC(C)(C)CC3=O)cc1	0.2	-2	-2	0.4	-2	-8	6	4	/	-5
CCn1c(COc2ccccc2C)nnc1SCC(=O)N1CCC(C)CC1	-1.8	-7	-1	0.2	0	6	-7	-2	-5	-7
CCCCC(c1nnnn1CCOC)N1CCN(c2cccc(OC)c2)CC1 (stereo unspecified)	0.1	-3	5	-1.3	-2	-15	-1	-4	-2	-1
Fc1cccc(Cl)c1Cn1nnc(-c2ccc(N3CCOCC3)cc2)n1	-1.8	-5	8	-1.6	-5	2	0	4	1	-2
O=c1cc(-c2ccccc2)cc(-c2ccccc2)n1CCO	-1.0	8	8	-1.6	-7	-7	-2	10	-3	14
Cc1ccc(C(=O)Nc2nccs2)cc1	1.0	3	12	-2.6	-5	-16	-8	-1	-9	4
COc1ccc(NC(=O)CSc2nc3ccsc3c(=O)n2Cc2ccccn2)c(OC)c1	0.0	2	17	-3.7	1	7	1	-3	-1	-1
CCC1=Nc2cc(C(=O)NCCCOC(C)C)ccc2Sc2ccccc21	0.0	-1	8	-1.6	-4	-14	4	1	/	-3
O=C(NNc1cc(Br)c(O)c(Br)c1)c1ccccc1	-1.7	-6	79*	-16	-1	12	4	-9	-2	0
CCCCC[n+]1ccn(C2=C([O-])c3ccccc3C(=O)/C2=N\S(=O)(=O)c2ccccc2)c1	-0.1	-4	-21	3.6	-3	8	-15	1	-3	0
Cc1ccc(NC(=O)CN2CCc3ccccc3C2)cc1C	-0.5	-7	2	-0.5	1	0	-3	0	-4	1
COc1ccc(N2CCN(C(=O)CSc3nc4cc(OC)c(OC)cc4cc3C#N)CC2)cc1	-0.8	-2	10	-2.0	-3	-10	0	3	-2	-1
COc1ccc(OC)c(CN2CCSCC2)c1	2.7	4	11	-2.1	-2	2	-6	3	/	-3
Cc1ccc(S(=O)(=O)N2CCN(C(=O)COC(=O)C3CC3C)CC2)c(C)c1 (stereo unspecified)	1.8	-4	2	-0.6	-1	-8	-4	3	2	2
COc1ccc2oc(=O)c(/C(C)=N/Nc3ccccc3)cc2c1	1.4	-4	-44	6.4	1	27	6	10	-3	1
Cn1c(=O)c2sccc2n2c(CCCC(=O)N3CCCCC3)nnc12	1.0	3	12	-2.2	3	-2	-7	-2	-8	0
Cc1nc2ccccc2n1CC(=O)NCCN1CCOCC1	4.3	-1	/	/	-2	/	-1	/	-2	-5
CC(NC(=O)COC(=O)CNC(=O)c1ccccc1Cl)C1CC2CCC1C2 (stereo unspecified)	-0.4	1	-5	1.3	2	-3	0	1	-2	-3
COc1ccc(/C=C/C(=O)NC(=S)Nc2ccc(S(=O)(=O)Nc3cc(OC)ncn3)cc2)cc1	-2.3	/	/	/	1	/	/	/	-2	1
CS(=O)(=O)N(CC(O)Cn1c2ccccc2c2ccccc21)c1ccccc1 (stereo unspecified)	-0.6	2	-7	1.2	0	-14	-12	-4	-2	0
O=C(CCN1C(=O)/C(=C\C=C\c2ccccc2)SC1=S)Nc1ccc(C(=O)O)cc1	1.2	-9	8	-2.4	-4	27	9	-4	1	1
CNc1nc(Cl)nc2c1ncn2-c1ccccc1	-2.3	-3	12	-2.4	1	16	-1	-4	9	-1
O=C(Nc1ccccc1)Nc1ccc(NC(=O)c2ccccc2O)cc1	-0.6	0	0	0.0	-2	-23	-10	6	-3	1
Cc1nn(-c2ccccc2)c(Cl)c1/C=N/N1CCN(c2ccccn2)CC1	-1.7	7	-6	0.8	6	-22	7	8	2	4
C(=N\Nc1cc(N2CCCCC2)ncn1)/c1ccco1	-15	2	8	-1.6	-2	-15	-7	4	-9	3
NNC(=O)CNc1cccc(Br)c1	0.1	0	-2	0.4	1	-4	-3	1	-3	-3
CN1CCN(C(=O)c2ccc3c(=O)n(Cc4ccc(Cl)cc4)c(=S)[nH]c3c2)CC1	-0.6	4	5	-1.0	-4	14	0	0	3	5
COc1ccc(NC(=O)CSc2nnc(Cc3ccccc3)c(=O)n2N)cc1	-3.0	-3	4	-0.6	0	-4	-17	1	-6	8
Cc1cccc(NC(=O)c2ccc(N3C(=O)C4CCCCC4C3=O)cc2)c1C (stereo unspecified)	-0.2	2	-10	1.5	0	4	-12	0	-4	3

Molecules from the list above with an aryl methoxy group, in the order listed:
SMILES	LANA DNA inh	RTF Ca sens act	MOR-DOR inv ag	OPRM1-OPRD1 ag	Keap1-Nrf2 PPI	HTR5A inv ctr	RTF Ca sens inh	HTR5A ag ctr	CAL-PDZ inh HTS	V-ATPase pH
COc1ccc(/C=C2\CCCC3C2=NN(C(=O)COC(=O)CNC(=O)c2ccccc2)C3c2ccc(OC)cc2)cc1 (stereo unspecified)	1.2	-1	-1	0.1	3	-11	-1	2	-5	1
COc1ccc2oc(C(=O)OCC(=O)NC3CC3)c(C)c2c1	-0.4	2	11	-2.7	4	11	-3	-4	-2	-1
COc1ccc(-c2cn3cccc(C)c3n2)cc1F	-0.8	-3	5	-0.8	-2	-17	-7	2	-2	3
CCCCC(c1nnnn1CCOC)N1CCN(c2cccc(OC)c2)CC1 (stereo unspecified)	0.1	-3	5	-1.3	-2	-15	-1	-4	-2	-1
COc1ccc(NC(=O)CSc2nc3ccsc3c(=O)n2Cc2ccccn2)c(OC)c1	0.0	2	17	-3.7	1	7	1	-3	-1	-1
COc1ccc(N2CCN(C(=O)CSc3nc4cc(OC)c(OC)cc4cc3C#N)CC2)cc1	-0.8	-2	10	-2.0	-3	-10	0	3	-2	-1
COc1ccc(OC)c(CN2CCSCC2)c1	2.7	4	11	-2.1	-2	2	-6	3	/	-3
COc1ccc2oc(=O)c(/C(C)=N/Nc3ccccc3)cc2c1	1.4	-4	-44	6.4	1	27	6	10	-3	1
COc1ccc(/C=C/C(=O)NC(=S)Nc2ccc(S(=O)(=O)Nc3cc(OC)ncn3)cc2)cc1	-2.3	/	/	/	1	/	/	/	-2	1
COc1ccc(NC(=O)CSc2nnc(Cc3ccccc3)c(=O)n2N)cc1	-3.0	-3	4	-0.6	0	-4	-17	1	-6	8

This is a random part of the collection; 2.8% or so of the library scored in one or more.
